Efflux pump inh: blocks antifungal efflux pumps in multiplex yeast assay. S. cerevisiae Candida pump triplex, Nile Red efflux. inhibition, % at 10 µM. 330,000 tested, 0.44% active. AID 485275;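 active = plate passing quality check with inhibition over a set limit, or well fluorescence over plate mean plus 4 SD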;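 note: Nile Red retained in pooled yeast measured as flow cytometry median fluorescence; 0% = buffer negative control and 100% = Enniatin B positive control; higher means more Nile Red kept so more efflux inhibition; some compounds called inactive have numbers as strong as hits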
PP5 primary: PP5 (human) phosphatase inhibition; P53041; purified PP5c, OMFP substrate fluorescence; inhibition, % at 6.7 µM; 320,000 tested, 0.18% active;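 active = inhibition above the campaign's mean inhibition across all tested compounds plus 3 SD, cut at about 9.5% in these data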;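 note: 0% = DMSO only and 100% = 100 µM cantharidin control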
EBNA-1 inhibitor: blocks EBNA-1 binding to DNA; EBNA-1 DNA binding, fluorescence polarization; 300,000 tested, 0.34% active; inhibition, % at 14.8 µM; AID 1950; in the data active = inhibition above about 28%
Fh CTSL1 inh: blocks F. hepatica cathepsin L1 in PFM18AAP counter-screen; recombinant F. hepatica cathepsin L1, Z-Leu-Arg-MCA fluorescence; inhibition, % at 5.96 µM; 300,000 tested, 0.49% active; AID 1906;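 active = inhibition above the mean of all tested compounds plus 3 SD, set per screening campaign, cut at about 17% in these data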;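 note: 0% = plate median of test compound wells and 100% = 1 µM Z-Phe-Ala-diazomethylketone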
core dimer inh: HCV core protein dimerization inhibition; AID 1899; TR-FRET GST/Flag-core106 dimerization, 1536-well; inhibition, % at 5 µM; 300,000 tested, 0.33% active;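 active = inhibition above the mean of all tested compounds plus 3 SD, set per screening campaign, cut at about 45% in these data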
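test system = GST/Flag-tagged HCV core106 proteins | probe or stimulus = Eu donor and XL665 acceptor anti-tag antibodies | times = compound-protein-antibody incubation 4 h at 22.5 °C | signal = TR-FRET, excitation 340 nm, emission 617 and 671 nm | measure = percent inhibition of core106 dimerization signal | controls = wells lacking GST-core106 and wells with excess unlabelled core106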
TPT1 inh: C. albicans TPT1 enzyme inhibition; recombinant caTPT1, FP RNA substrate dephosphorylation; inhibition, % at 5 µM; 300,000 tested, 0.81% active;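 active = inhibition above the mean of all tested compounds plus 3 SD, set per screening campaign, cut at about 24% in these data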;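 note: plate controls were DMSO alone for no effect and ferristatin control at 100 nM for full effect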
ZTA DNA inh: ZTA (EBV) inhibition in EBNA-1 counter-screen; ZTA-DNA binding, fluorescence polarization; P03206; 320,000 tested, 0.15% active; inhibition, % at 11 µM; in the data active = inhibition above about 33%
Target sequence (P03206 whole entry, looked up): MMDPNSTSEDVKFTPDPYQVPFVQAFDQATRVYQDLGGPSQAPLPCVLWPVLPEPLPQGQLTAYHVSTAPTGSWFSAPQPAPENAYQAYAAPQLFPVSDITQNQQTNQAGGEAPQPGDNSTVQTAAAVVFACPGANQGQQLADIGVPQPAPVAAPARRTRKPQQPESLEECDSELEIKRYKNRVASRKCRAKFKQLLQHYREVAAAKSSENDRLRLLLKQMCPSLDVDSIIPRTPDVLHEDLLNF
PREPL inh: inhibits the human prolyl oligopeptidase-like enzyme; recombinant PREPL, fluorescence polarization activity-based probe; inhibition, % at 5.96 µM; 320,000 tested, 0.68% active; in the data active = inhibition above about 43%;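 note: 0% = enzyme with DMSO and 100% = wells lacking enzyme; many of its hits are not listed in these tables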
PP1 inh: blocks human PP1-alpha phosphatase, a PP5 counter-screen; P62136; purified PP1alpha, OMFP fluorescence; inhibition, % at 6.7 µM; 320,000 tested, 0.9% active; AID 2235;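 active = inhibition above the mean inhibition of all tested compounds plus 3 SD, computed separately for each screening campaign, cut at about 15% in these data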
Target sequence (P62136 whole entry, looked up): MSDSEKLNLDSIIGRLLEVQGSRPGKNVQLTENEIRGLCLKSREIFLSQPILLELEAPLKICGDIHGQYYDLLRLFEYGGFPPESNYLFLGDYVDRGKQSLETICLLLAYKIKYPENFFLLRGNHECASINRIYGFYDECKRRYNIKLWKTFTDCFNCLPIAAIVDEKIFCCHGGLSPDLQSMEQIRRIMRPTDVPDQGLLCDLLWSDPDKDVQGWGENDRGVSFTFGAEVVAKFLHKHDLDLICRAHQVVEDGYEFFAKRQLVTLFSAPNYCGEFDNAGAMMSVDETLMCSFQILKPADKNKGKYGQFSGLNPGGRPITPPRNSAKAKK
* hit, by the source's call; · = no result given. A portion of the library, so the mix of outcomes need not match the whole.

SMILES | Efflux pump inh | PP5 primary | EBNA-1 inhibitor | Fh CTSL1 inh | core dimer inh | TPT1 inh | ZTA DNA inh | PREPL inh | PP1 inh
O=C(O)CN(c1ccc(F)cc1)S(=O)(=O)c1ccc2c(c1)OCCO2 | 0.1 | 0.3 | -5 | 2 | 2 | 4 | 4 | 9 | -4
CNc1c(NS(=O)(=O)c2cc(NC(C)=O)ccc2C)c(=O)oc2ccccc12 | -1.0 | 0.6 | -27 | -8 | -5 | 0 | -12 | 9 | 0
O=C(NCCCN1CCOCC1)c1sc2cc(F)ccc2c1Cl | 0.0 | -2.3 | -9 | -4 | 3 | -5 | -22 | 23 | -4
CC(C)NC(=O)CCNS(=O)(=O)c1ccc(Br)cc1 | 0.1 | 1.0 | 1 | -4 | -3 | -2 | -19 | 17 | 1
CCC(Sc1nc2ncccc2[nH]1)C(=O)NC1CCCC1 (centres undefined) | 0.7 | 1.9 | 2 | -6 | -20 | 2 | 3 | 16 | 3
CN(C)S(=O)(=O)c1cccc(NC(=O)/C=C/c2ccc(S(=O)(=O)N3CCOCC3)cc2)c1 | -0.1 | 2.9 | · | · | · | · | -9 | -10 | -5
CCC1Sc2ccc(S(=O)(=O)CCC(=O)Nc3ccc(C(=O)OC)cc3)cc2NC1=O (centres undefined) | -0.1 | -0.8 | -1 | -2 | -16 | 1 | 4 | 8 | 0
Cc1ccnc(N/C=C(/NC(=O)c2ccccc2)C(=O)N/N=C\c2ccc(F)cc2)n1 | 0.1 | -2.6 | -1 | 20* | 1 | -3 | -12 | 5 | 1
Cc1c(NS(=O)(=O)c2cccc(C(=O)Nc3ccccc3)c2)c(=O)n(-c2ccccc2)n1C | 0.1 | -2.0 | · | · | · | · | -26 | 13 | 1
O=C(COc1ccccc1)Nc1ncn[nH]1 | 0.1 | 0.5 | -3 | -1 | 0 | 1 | 9 | 2 | 3
CCOC(=O)CSc1nc2sc(C(=O)O)c(C)c2c(=O)[nH]1 | 0.0 | -0.7 | 11 | -1 | 2 | 3 | 4 | 0 | -3
COc1cc(/C=N/n2cnnc2)ccc1OS(=O)(=O)c1ccccc1[N+](=O)[O-] | -0.2 | 1.6 | 5 | 1 | 1 | 0 | -22 | -9 | 5
OCCCCCNc1ncnc2ccccc12 | 0.1 | 3.3 | -9 | 1 | -6 | 1 | -14 | -9 | 0
O=C(Nc1cccc(Cl)c1)Nc1cc(S(=O)(=O)N2CCOCC2)ccc1N1CCCC1 | -0.1 | -0.9 | 10 | -1 | 7 | 7 | 5 | 5 | 0
Cn1nnnc1P(=O)(c1ccccc1)c1ccccc1 | 0.0 | 0.2 | 1 | -2 | 2 | -2 | -24 | 12 | -1
COc1ccc(S(=O)(=O)N2CCC(C(=O)NC3CCCCC3)CC2)cc1OC | 0.0 | -1.6 | 4 | -4 | 1 | -1 | 6 | 9 | -3
COc1ccccc1N(CC(=O)Nc1ccccc1)S(=O)(=O)c1cccs1 | -0.1 | 0.7 | · | · | · | · | -10 | -16 | -1
CCN1c2cccc3cccc(c23)S1(=O)=O | -0.2 | -0.8 | 2 | 7 | 0 | -1 | -8 | -3 | -2
Cn1c(-c2ccsc2)c(-c2cccs2)c2cc(-c3ccc4cc[nH]c4c3)ccc21 | 0.0 | -1.9 | · | · | · | · | 29 | 4 | -1
CSc1ccc(/C=C2\C(=N)N3N=C(CC(=O)N4CCOCC4)SC3=NC2=O)cc1 | -0.1 | -2.0 | 5 | -4 | 5 | 5 | 14 | 5 | -2
CC(=O)N1CCN(c2ccc(NC(=O)c3ccccc3Cl)cc2)CC1 | 0.0 | 1.8 | -7 | -6 | 2 | 0 | -2 | 0 | -3
O=C(COc1ccccc1[N+](=O)[O-])N/N=C/c1ccccn1 | 0.0 | 6.5 | 5 | 0 | -8 | -2 | 21 | 5 | -4
O=C(NNc1ccc(Cl)cc1)c1c(F)cccc1Cl | -0.1 | 1.8 | -6 | -4 | 3 | 0 | 2 | 9 | -9
NC(=O)COC(=O)c1ccccc1SCC(=O)NC1CCCCCCC1 | 0.2 | -1.5 | -10 | 4 | 0 | 0 | -5 | 12 | -6
COCCOc1cc(-n2cccc2)c(Cl)cc1Cl | 0.1 | 2.5 | -1 | -1 | -14 | -3 | -14 | 10 | 8
CC(=O)c1cccc(NC(=O)c2sc3nc4n(c(=O)c3c2C)CCCC4)c1 | 0.0 | 0.6 | 8 | 2 | 10 | 1 | 4 | 1 | -3
CC(C)(C)N(Cc1ccccc1)C(=O)CSc1nnc(CNc2ccc(F)cc2)o1 | 0.4 | 5.1 | -6 | 0 | 1 | 0 | -20 | 21 | 1
O=C(COC(=O)c1ccccc1O)Nc1cccnc1Cl | -0.3 | -1.9 | 8 | -2 | 0 | -1 | 3 | 9 | 0
COC(=O)c1sc(NC(=O)C2CCCO2)c(C(=O)OC)c1C (centres undefined) | 0.1 | -1.9 | -14 | -11 | 2 | 1 | 1 | 7 | -5
O=S(=O)(Nc1ccccc1)c1ccc(NS(=O)(=O)c2c(F)cccc2F)cc1 | -0.1 | 0.5 | -4 | 6 | 4 | -2 | -3 | 6 | -3
COc1ccc(CC(=O)NNC(=O)COc2ccc3ccccc3c2)cc1 | -0.4 | -3.8 | 27 | -5 | -22 | 1 | 9 | -5 | 7
CCOC(=O)CCSc1nc(-c2ccccc2)cc(C(F)(F)F)n1 | -0.1 | 4.2 | 1 | 6 | -7 | -4 | -20 | 15 | 3
CC(C)CCNC(=O)CC1Nc2c3ccccc3nc(=S)n2C1=O (centres undefined) | 0.0 | 1.8 | -3 | -2 | 0 | 0 | -13 | -18 | -2
O=C(CSc1ccc(Br)cc1)Nc1ccccc1Oc1ccccc1 | 0.0 | -1.1 | 3 | 2 | 4 | -5 | 3 | -9 | 1
CCc1nc(Cl)c(C#N)c2c1CSC(C)(C)C2 | 0.0 | 1.9 | 5 | -1 | 0 | 1 | 25 | 9 | -5
O=C(CN1CCN(CC(=O)Nc2ccccc2C(F)(F)F)CC1)Nc1ccccc1F | 0.2 | 3.0 | 2 | 1 | -2 | -2 | -9 | -1 | -3
O=C1CC(Sc2ncccc2C(=O)O)C(=O)N1 (centres undefined) | 0.0 | -1.3 | -3 | 1 | -3 | 4 | -14 | -4 | -8
COc1cccc(C(C#N)N2N=C(C)CC2(C)C)c1O (centres undefined) | 0.0 | 2.2 | -10 | 1 | -6 | 2 | -2 | 2 | -5
Cc1cc(S(=O)(=O)n2[nH]c(=O)c(CCO)c2C)c(Cl)cc1Cl | 0.1 | 0.6 | 1 | 3 | -9 | 0 | -6 | 13 | 0
Cc1ccc(SCc2cc(=O)[nH]c(SCC(=O)Nc3cc(Cl)ccc3Cl)n2)cc1 | 0.0 | 2.5 | -5 | 0 | 18 | -6 | 3 | -5 | -1
O=C(NNS(=O)(=O)c1ccc(Cl)cc1Cl)c1cc2ncc(C(F)(F)F)cc2s1 | 0.0 | -1.4 | 1 | -1 | 7 | 1 | 2 | -4 | 2
Cc1ccc(OCC(=O)N2c3ccccc3NC(=O)C2(C)C)c([N+](=O)[O-])n1 | 0.0 | 0.4 | 0 | -6 | 2 | -2 | -2 | 5 | -3
CC(C)CC(NC(=O)OC(C)(C)C)c1cn([C@@H](Cc2cc3ccccc3[nH]2)C(=O)N2CCN(C(=O)OC(C)(C)C)CC2)nn1 (some centres undefined) | 0.0 | 4.3 | 2 | -2 | -1 | -3 | -7 | 17 | 5
CC(NC(=O)c1ccccc1F)c1nnc(SCC(=O)Nc2nnc(C3CC3)s2)n1C (centres undefined) | 0.1 | -1.6 | -13 | -5 | 1 | 2 | -13 | 18 | -4
COc1ccc(C(C#N)Nc2ccccc2OC)cc1 (centres undefined) | 0.1 | 1.8 | -5 | -2 | -8 | 0 | -20 | 1 | -1
O=C1Nc2ccc(Br)cc2C1=Nc1ccc(-c2nnc3n2CCCCC3)cc1 | 0.1 | 0.0 | 10 | 4 | 1 | -2 | -8 | 8 | 3
COc1ccccc1/C=C(\NC(=O)c1cccc(C)c1)C(=O)Nc1ccccn1 | -0.1 | 2.6 | 2 | -4 | 2 | 1 | -3 | 1 | 2
Cn1ncc(Cl)c1C(=O)N1CCN(c2ccccc2)CC1 | -0.2 | 1.0 | 14 | -3 | -7 | -1 | 4 | 3 | 0
Cc1c(NC(=S)N/N=C/c2ccc([N+](=O)[O-])cc2O)c(=O)n(-c2ccccc2)n1C | -0.1 | 0.0 | 6 | 4 | 0 | -3 | 14 | 0 | -4
CC(=O)Nc1ccccc1OCC(O)CS(=O)(=O)c1ccc(C(F)(F)F)cn1 (centres undefined) | 0.0 | 0.3 | 2 | 0 | 6 | -2 | -1 | 8 | -1
OC1CCCN(Cc2nc(Cc3ccccc3Cl)no2)C1 (centres undefined) | -0.3 | 2.4 | -2 | -1 | -9 | -4 | -33 | -3 | 1
COc1ccc([N+](=O)[O-])cc1/C=N/NC(=O)CNC(=O)c1cccc(F)c1 | 0.4 | 1.4 | -7 | 12 | -3 | 3 | -3 | 5 | 3
S=c1[nH]nc(-c2ccco2)n1/N=C/C=C/c1ccccc1 | -0.1 | 3.9 | 5 | 2 | -5 | -2 | -10 | 1 | 2
COc1cccc(OCCn2cc(C(C)=O)c3ccccc32)c1 | 0.4 | 3.5 | -8 | -6 | 0 | 0 | -3 | -22 | -4
Cn1nc(C(F)(F)F)c(C(=O)Nc2ccc(F)cc2F)c1Sc1ccc(Cl)cc1 | -0.1 | 5.5 | 2 | -1 | 2 | -2 | 2 | -2 | 4
N#Cc1ccc(C(=O)N/N=C/c2cn(CC(=O)O)c3ccccc23)c(F)c1 | 0.5 | -1.1 | -3 | 2 | -5 | 3 | -5 | 10 | -3
O=C(NC1CC1)C1=C[C@@H](c2ccc(C(F)(F)F)cc2)C[C@@H](OCc2ccc(CO)cc2)O1 | -0.1 | 4.3 | -2 | 0 | 2 | -2 | -7 | 47* | 3
Cc1ccc(SCC(=O)Nc2ccc3c(c2)OCCO3)cc1 | 0.2 | 3.0 | 5 | 1 | 9 | 0 | 19 | -8 | -7
COc1ccc(C)cc1NC(=O)C1CCN(C(=O)C2CC(=O)N(c3ccc(C)cc3)C2)CC1 (centres undefined) | 0.1 | 1.6 | 1 | 0 | -1 | -5 | -4 | 4 | 0
Cc1ccc(C)c(N2CCN(S(=O)(=O)c3cc4c(cc3C)NC(=O)CO4)CC2)c1 | -0.1 | 0.9 | 12 | 5 | 16 | -7 | 4 | -3 | 2
CN=C(C)C1=C(O)C(C(=O)OC)C(C)(C)CC1=O (centres undefined) | -0.2 | -0.8 | -5 | -1 | -5 | -4 | -7 | -9 | -2
CC1CCc2nn(CC(=O)N3CCCCCC3)cc2C1 (centres undefined) | 0.0 | 1.6 | 4 | -4 | 3 | 1 | -4 | -3 | -8
